GPR35 antagonists = GPR35 antagonists blocking zaprinast-driven arrestin recruitment, primary screen, imaging, U2OS, beta-arrestin-GFP, zaprinast agonist (AID 2058); U2OS GPR35 beta-arrestin-GFP translocation imaging, zaprinast antagonism; higher % means a stronger effect; one-dose inhibition, % at 10 µM; IC50 in µM for titrated hits; actives 0.052% (n = 290,000);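 active means inhibition of at least 50% with at least 30 cells and total cytoplasm GFP at most 10,000,000; inconclusive means under 30 cells or total GFP of 10,000,000 plus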
KOR beta-arrestin-1 = KOR antagonists, beta-arrestin recruitment, cell-based, luminescence, uHTS (AID 1778); actives 0.091% (n = 290,000); KOR beta-arrestin recruitment, luminescence, antagonist mode; higher % means a stronger effect; inhibition, % at 10 µM; hits with a dose series show IC50 in µM; in the data active means inhibition above about 50%; further: strong numbers were not always called active
GPR55 LPI antagonism = GPR55 antagonists blocking LPI-driven arrestin recruitment, primary screen, imaging, U2OS, beta-arrestin-GFP, LPI agonist (AID 2013); U2OS GPR55 beta-arrestin-GFP translocation imaging, LPI antagonism; higher % means a stronger effect; inhibition, % at 10 µM; hits with a dose series show IC50 in µM; actives 0.13% (n = 290,000);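 active means spots per cell inhibited over 60%, with over 100 cells counted and total cytoplasm intensity under 500,000; inconclusive means wells with under 100 cells, flagged as likely toxic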;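 further: U2OS cells stably carrying GPR55 and arrestin-GFP stimulated by 5 µM LPI near EC80; imaged beta-arrestin-GFP aggregate spots per cell after agonist stimulation; plate controls were LPI-stimulated DMSO wells for no effect and DMSO wells without LPI for full effect; some results filed as inactive read as strong as hits; confirmed hits need IC50 under 10 µM and bright autofluorescent wells are also inconclusive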
NTR1 ag = agonists of NTR1, primary screen, imaging, U2OS cells, beta-arrestin-GFP, high content (AID 493036) | activation, % at 20 µM | NTR1-U2OS beta-arrestin-GFP spot imaging, agonist mode | actives 0.17% (n = 330,000);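 active means activation at or above 40% of the spot to cytoplasm intensity ratio, with at least 20 cells analyzed; inconclusive means wells under 20 cells, flagged as cytotoxic or low count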;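 further: 0% = DMSO without peptide and 100% = 100 nM NTR1 peptide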
Target sequence (P30989 whole entry, looked up): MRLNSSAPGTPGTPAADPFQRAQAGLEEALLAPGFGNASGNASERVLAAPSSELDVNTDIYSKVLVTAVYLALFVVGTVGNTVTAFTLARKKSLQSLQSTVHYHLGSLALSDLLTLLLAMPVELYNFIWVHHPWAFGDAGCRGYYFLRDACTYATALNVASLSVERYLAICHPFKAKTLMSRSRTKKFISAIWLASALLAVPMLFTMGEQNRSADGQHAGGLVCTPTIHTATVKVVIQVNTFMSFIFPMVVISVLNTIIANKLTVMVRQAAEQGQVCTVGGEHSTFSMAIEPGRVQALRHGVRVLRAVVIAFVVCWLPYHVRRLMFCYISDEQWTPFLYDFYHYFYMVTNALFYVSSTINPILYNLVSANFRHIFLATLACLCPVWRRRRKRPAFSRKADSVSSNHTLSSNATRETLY
UTI89 phage lysis = inhibition of K1F phage lysis, E. coli UTI89, bacterial capsule biogenesis inhibitors, alamar blue (AID 488966); E. coli UTI89 K1F phage lysis, alamar blue, 2 h; higher % means a stronger effect; inhibition, % at 100 µM; hits with a dose series show IC50 in µM; actives 0.02% (n = 340,000);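 active means phage lysis inhibition, versus mean bacterial control, above a set limit; inconclusive means no clear call, values can overlap the other calls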;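 further: capsule biogenesis inhibitors block K1F phage lysis so surviving cells raise fluorescence; higher fluorescence means more inhibition of phage lysis; actives were called in the ten point dose series up to 300 µM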
MgcRacGAP inhibition = MgcRacGAP GTPase-activating activity inhibitors, confirmation, biochemical, ADP Hunter fluorescence. MgcRacGAP-stimulated Rac1 GTP hydrolysis, ADP Hunter fluorescence; higher % means a stronger effect; GST-tagged Rac1 F28L mutant substrate. inhibition, % at 30 µM, or IC50 in µM where a hit was titrated. actives 0.6% (n = 340,000);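 active means first-screen hits whose inhibition reached a set limit at any dose in the follow-up dose series; inconclusive means inhibition above the set first-screen limit but never retested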;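 further: fluorescence reports GDP produced by GAP-driven GTP hydrolysis; strong numbers were not always called active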
KOR beta-arrestin-2 = kappa opioid receptor activators – cell-based, luminescence, uHTS, primary screen (AID 1777). KOR beta-arrestin recruitment, luminescence; higher % means a stronger effect. one-dose activation, % at 10 µM; EC50 in µM for titrated hits. actives 0.02% (n = 280,000); in the data active means activation above about 50%, passing the limit was not always enough; further: a part of the inactive calls stands beside numbers as strong as those of hits
NOD1 inhibition = inhibition of NOD1-driven NF-kB reporter – cell-based, luminescence, uHTS, primary screen (AID 1578). actives 1% (n = 290,000). one-dose inhibition, % at 4 µM; EC50 in µM for titrated hits. NOD1-driven NF-kB luciferase reporter cells, luminescence; higher % means a stronger effect; in the data active means inhibition mostly above about 36%, no sharp cut-off; inactive means mostly below about 34%;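 further: HEK-293T reporter cells stimulated with the NOD1 agonist gamma-tri-DAP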
GPR55 beta-arrestin = selective activators of receptor GPR55 – imaging, U2OS cells, beta-arrestin-GFP redistribution, primary screen (AID 1961) | U2OS GPR55 beta-arrestin-GFP redistribution imaging; higher % means a stronger effect | activation, % at 10 µM, or EC50 in µM where a hit was titrated | actives 0.048% (n = 290,000);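 active means activation above 40% with more than 50 cells counted in the well; inconclusive means wells holding fewer than 50 cells, flagged as toxic or sparse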;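 further: U2OS osteosarcoma cells stably expressing GPR55 and beta-arrestin-GFP; plate controls were DMSO negative control for no effect and LPI positive control for full effect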
NTR1 ag cell count 20 µM = recorded beside NTR1 ag, whose call it bears; cell count; measured here: cell count, cytotoxicity flag
* marks the source's active call; other numbers are inactive results; ? = inconclusive; · = no result given; [ ] = dose if it differs, or a comment. The list is partial; count on the stated rates, not on these rows.

SMILES	GPR35 antagonists	KOR beta-arrestin-1	GPR55 LPI antagonism	NTR1 ag	NTR1 ag cell count 20 µM	UTI89 phage lysis	MgcRacGAP inhibition	KOR beta-arrestin-2	NOD1 inhibition	GPR55 beta-arrestin
CCOc1ccc2nc(SCC(=O)Nc3ccc(S(=O)(=O)N4CCCC4)cc3)c(C)cc2c1	-2%	13%	9%	-2.0	51	-0.3%	6%	-0.2%	-1%	0.0%
Cc1ccc(S(=O)(=O)NCC(C)NS(C)(=O)=O)cc1 (stereo not drawn)	-3%	-19%	0%	-0.3	74	0.6%	4%	-5.8%	15%	-0.2%
Clc1ccc(-n2cc(COCc3ccccc3)nn2)cc1	-22%	-3%	1%	-1.2	37	-1.0%	5%	1.5%	-37%	-0.3%
CC1CCN(c2nc3c(=O)[nH]c(N)nc3n2[C@@H]2O[C@H](CO)[C@@H](O)[C@H]2O)CC1	9%	-12%	-4%	-2.0	68	0.0%	3%	-0.6%	-9%	-0.1%
Cc1c(C(=O)N2CCCCC2)c(S(=O)(=O)N2CCc3ccccc32)c(C)n1C	-22%	8%	8%	1.0	68	0.1%	13%	6.6%	-18%	0.2%
CC(=O)Nc1ccc(S(=O)(=O)Nc2ccccc2C(=O)N2CCCC2)cc1	18%	-17%	-10%	-0.4	48	0.1%	10%	1.5%	-13%	0.3%
Cn1c(CC2Sc3ccccc3NC2=O)nnc1SCC(=O)c1ccc(Cl)cc1 (stereo not drawn)	-4%	12%	15%	-0.7	37	-0.1%	3%	-0.5%	-2%	0.2%
Cc1ccc(N2C(N)=C(C#N)C(c3cccnc3)C3=C2CC(C)(C)CC3=O)cc1 (stereo not drawn)	9%	3%	7%	0.6	78	8.7%	7%	-3.9%	-2%	0.2%
CC(=O)Nc1ccc(NC(=O)C(C)OC(=O)C2CCN(S(=O)(=O)c3cccs3)CC2)cc1 (stereo not drawn)	15%	15%	-2%	-0.4	62	0.2%[50 µM]	11%	-0.1%	-8%	-0.1%
N#Cc1c(C#N)c(-c2ccccc2)n(-c2ccccc2)c1N	0%	-45%	-5%	1.5	51	4.6%[50 µM]	1%	3.9%	-10%	-0.1%
CN(C)CC1CCCCC1OC(=O)/C=C/c1ccc(Cl)cc1Cl (stereo not drawn)	21%	-44%	10%	3.9	60	?	-1%	-1.6%	-27%	0.5%
CC(C)Sc1cc(N2CCCC2)nc(-c2ccccc2)n1	8%	29%	21%	2.4	41	0.0%	15%	-3.2%	-29%	0.0%
CS(=O)(=O)N1CCCC(C(=O)NCCCN2CCC(Cc3ccccc3)CC2)C1 (stereo not drawn)	-12%	14%	14%	-0.3	60	0.3%	-5%	0.9%	-28%	0.2%
O=C(c1ccc(Cn2c(=S)[nH]c3cc4c(cc3c2=O)OCO4)cc1)N1CCN(c2ccccc2)CC1	7%	6%	7%	0.3	48	0.3%	11%	-0.6%	0%	0.1%
COc1ccc(C(=O)NC(Cc2c[nH]c3ccccc23)C(=O)O)cc1 (stereo not drawn)	-8%	14%	4%	0.0	82	0.2%	·	-4.7%	-12%	-0.1%
CCOC(=O)C1CCCN(CC(O)COc2ccccc2C(C)=O)C1 (stereo not drawn)	11%	0%	25%	-1.5	75	0.6%	6%	-1.5%	-15%	-0.1%
Fc1ccccc1NC(=S)N1CCN(Cc2ccccc2)CC1	6%	22%	7%	1.6	60	3.6%	8%	5.8%	-11%	0.0%
COc1cc2c(cc1OC)-c1cc(Nc3ccccc3Br)nc(=O)n1CC2	0%	-8%	9%	0.0	93	0.4%	13%	2.9%	-7%	0.5%
CN(C)c1ccc(C(=S)N2CCN(C(=S)Nc3ccc(Cl)cc3)CC2)cc1	13%	-36%	-3%	2.2	22	-0.3%	6%	3.8%	-21%	-0.1%
Cc1cccc(C)c1NC(=O)C/C(N)=N/O	-11%	-2%	2%	-1.4	103	0.6%	4%	2.6%	8%	-0.1%
CN(Cc1cccs1)C(=O)CSc1nc(N)cc(N)n1	2%	15%	14%	1.1	59	2.0%	4%	-0.2%	-21%	-0.4%
COC(=O)CNC(=O)C1CCN(S(=O)(=O)c2cnc[nH]2)CC1	4%	-24%	19%	0.7	56	0.0%	6%	-1.0%	-12%	1.0%
Cn1c(SCC(=O)NC2CC2)nnc1-c1ccccc1	4%	4%	-1%	-1.2	58	-0.1%	4%	-4.8%	-6%	0.0%
Cc1nn(C)cc1S(=O)(=O)Nc1ccc(C(F)(F)F)cc1	10%	-2%	18%	0.9	56	2.0%[50 µM]	7%	0.8%	-4%	-0.1%
COc1ccc(OC)c(N(CC(=O)NCCSCc2ccco2)S(=O)(=O)c2ccc(OC)c(OC)c2)c1	5%	-18%	19%	3.1	51	0.1%	6%	3.2%	-36%	-0.1%
FC(F)(F)c1ccc2c(c1)[nH]c(=S)n2C1CC1	-8%	-44%	-4%	1.4	56	0.0%	9%	-4.3%	-25%	0.0%
N#Cc1c(NC(=O)CCCN2C(=O)c3ccccc3C2=O)oc(-c2ccccc2)c1-c1ccccc1	-1%	8%	5%	6.6	42	0.5%	13%	-5.6%	5%	0.3%
CC(=O)c1ccc2c(ccc3ccccc32)c1	-7%	-1%	-9%	2.2	43	-0.9%	2%	0.9%	-43%	-0.1%
CN(C)Cc1c(O)ccc2occ(C(O)c3ccccc3)c12 (stereo not drawn)	3%	-37%	-5%	-0.1	48	1.7%	6%	-4.2%	-11%	0.2%
O=C(/C=C/c1ccccn1)c1cc(Cl)cc(Cl)c1O	-12%	26%	12%	12	61	0.4%[50 µM]	-1%	0.0%	-9%	1.1%
COc1ccccc1/C=C\C=N\n1c(-c2ccc(Cl)cc2Cl)n[nH]c1=S	-4%	-12%	6%	5.1	53	4.3%	6%	7.4%	-11%	-0.8%
COc1cc2c(cc1OC)CN(c1ccc([N+](=O)[O-])cc1C#N)CC2	-11%	6%	6%	0.6	60	7.8%	8%	3.0%	-3%	-0.3%
CCCc1nnc(NC(=O)CCN2C(=O)c3ccccc3C2=O)s1	6%	35%	11%	0.8	80	0.5%	3%	-0.3%	-20%	0.0%
CN1N=C(C(=O)N2CCc3c([nH]c4ccccc34)C2c2c(F)cccc2Cl)CCC1=O (stereo not drawn)	9%	-48%[20 µM]	5%	3.1	35	0.1%	6%	-4.0%	-46%	-0.1%
O=C(NCCOc1ccccc1)c1cc(C(=O)NCCOc2ccccc2)cc([N+](=O)[O-])c1	-3%	40%	12%	2.2	54	0.7%[50 µM]	7%	-3.6%	0%	-0.2%
CCOc1ccc(CC(=O)Nc2c(C(N)=O)oc3ccc(Br)cc23)cc1OCC	13%	17%	5%	7.7	72	5.7%	8%	7.9%	-11%	-0.2%
CC1CC(C)CN(CCCNC(=O)C2CCCN(c3nnc(N4CCCC4=O)s3)C2)C1 (stereo not drawn)	2%	12%	17%	0.6	49	2.1%	11%	1.7%	12%	-0.2%
C=CCOc1ccc(/C=N/n2cncn2)cc1OC	-3%	10%	34%	-0.7	88	0.0%	4%	-0.8%	·	0.1%
CC(=O)C1=C(O)C(=O)N(c2cccnc2)C1c1cccc([N+](=O)[O-])c1 (stereo not drawn)	-4%	-20%	-2%	1.5	40	1.0%	8%	6.8%	-9%	-0.3%
O=C1CC(c2ccccc2)CC(O)=C1C=NCCN1CCN(C(=S)Nc2cccc(Cl)c2)CC1 (stereo not drawn)	5%	-6%	18%	1.2	49	6.3%	3%	3.7%	14%	-0.1%
O=C(COC(=O)CCc1ccc(S(=O)(=O)N2CCOCC2)cc1)NC1CCCCCC1	3%	13%	0%	-0.8	36	1.3%[50 µM]	5%	-3.3%	-17%	0.2%
O=C(O)c1cccc(S(=O)(=O)N(Cc2ccccc2)c2cccc(C(F)(F)F)c2)c1	12%	-1%	13%	0.1	72	-0.1%	7%	-0.5%	-3%	0.4%
CC(=O)Nc1ccc(NC(=O)C2CCCN(S(=O)(=O)c3ccc(Cl)cc3)C2)cc1 (stereo not drawn)	1%	-20%	-8%	-0.3	51	0.2%	9%	-4.4%	-15%	-0.3%
CN1CCC(=O)N([C@H](CSc2ccc(Br)cc2)Cc2ccccc2)CC1	-15%	24%	3%	1.4	65	8.8%	1%	2.6%	6%	1.5%
CCOC(=O)C1Nc2ccc(Br)cc2C2C=CCC12 (stereo not drawn)	-5%	-27%[20 µM]	18%	-1.2	47	0.5%	17%	8.9%	-22%	0.2%
CCOc1ccccc1N(CC(=O)O)S(=O)(=O)c1ccccc1	12%	-20%	15%	-0.5	75	4.1%	2%	-4.2%	5%	0.2%
COc1ccc(CCNC2=C(Cl)C(=O)N(Cc3ccccc3)C2=O)cc1OC	4%	-36%[20 µM]	0%	2.1	89	0.2%	12%	-3.8%	17%	-0.1%
CN(CCC#N)C(=O)COC(=O)c1ccc2c(c1)C(=O)N(C1CCCCC1)C2=O	-3%	-3%	22%	-0.4	51	0.0%	7%	6.3%	-16%	-0.1%
Cc1oc(-c2ccccc2F)nc1CN1CCC(C(=O)NC2CC2)CC1	-2%	2%	35%	-0.7	101	0.3%	5%	0.6%	-22%	0.3%
CC(C)(C)c1ccc(C(=O)NCc2ccccc2)cc1	-10%	-5%	5%	0.4	47	1.2%	3%	-8.1%	-60%	0.2%

(list continues)
SMILES	GPR35 antagonists	KOR beta-arrestin-1	GPR55 LPI antagonism	NTR1 ag	NTR1 ag cell count 20 µM	UTI89 phage lysis	MgcRacGAP inhibition	KOR beta-arrestin-2	NOD1 inhibition	GPR55 beta-arrestin
COc1cc(/C=C(\C#N)C(=O)N2CCc3ccccc32)ccc1O	12%	37%	2%	3.1	49	0.7%[50 µM]	?	0.2%	-12%	-0.1%
S=C(Nc1cc(Cl)ccc1Cl)Nn1cnnc1	9%	34%	24%	0.1	49	·	·	-0.9%	-3%	0.3%
Cn1cnnc1SC1c2cccc3cccc(c23)C1NS(=O)(=O)c1ccccc1 (stereo not drawn)	-4%	0%	3%	-0.6	54	-2.3%	4%	18%	9%	0.3%
COC(=O)c1ccc[n+](CC(=O)c2ccc(Br)cc2)c1	-2%	-2%	2%	1.6	47	-0.1%[50 µM]	-9%	-1.3%	-24%	-0.1%
CCC(=O)c1ccc(OC)c(OC)c1O	6%	14%	2%	-0.4	48	0.2%	5%	0.1%	-6%	0.0%
